Lipid storage S3: qHTS Assay for Lipid Storage Modulators in Drosophila S3 Cells | Drosophila S3 cells, BODIPY lipid droplet fluorescence, 18-24 h; cells fed with added oleic acid | Potency in µM for hits, for the others lipid storage change, negative = inhibition, % at the top dose, mostly 46.1 µM | 320,000 tested, 0.64% active | AID 2685; active = well fitted inhibition curve with a large enough effect in the signal ratio, with a control signal flat, not every such curve was filed as active; inconclusive = small, poorly fitted or top-dose-only effect, or effect the other way, or a change in a side signal; the % refers to the signal ratio
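Laser-scanning cytometry quantifies lipid droplet accumulation (500–530 nm total intensity; droplet/cell object ratio) in oleic acid-fed (400 uM added) Drosophila S3 cells treated with a concentration series. 20 uM Triacsin C defined 100% inhibition.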
Lipid storage S3 cell count max: second read-out of Lipid storage S3, no call of its own (marks repeat the call); cell number change, %; measured here: cell count max response;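 cells counted by Cell Tracker Red CMTPX staining in the red channel; peak over a dose series mostly up to 46.1 µM; percent activity relative to internal control wells on each plate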
Starred values were filed as active, the others as inactive; i = inactive; ? = inconclusive; . = not tested or not shown. % is set by controls: 0 for no effect and ±100 for the full control effect; potency is the fitted concentration of half-maximal effect. An excerpt (hit frequency here may not be typical).

SMILES	Lipid storage S3	Lipid storage S3 cell count max
Cc1cc(Cl)c(OCCCNC2CCCC2)c(Br)c1	?	.
O=C(Nc1nnc(SCc2ccc(F)cc2)s1)c1ccc2c(c1)C(=O)N(c1ccccc1Cl)C2=O	-22%	.
N=C1N(/N=C/c2ccccc2)C(=Nc2ccccc2)C(=S)N1c1ccccc1	?	.
CCSc1cc(N2CCCC2)nc(-c2ccc(C)cc2)n1	?	.
O=c1c2cc(Br)ccc2[nH]c(=S)n1Cc1ccccn1	?	.
CC1CCCCN1C(=O)CCNS(=O)(=O)c1ccc2c(c1)c(=O)n(C)c(=O)n2C (stereo not given)	?	.
O=C(NCc1ccccc1)c1c[nH]c2ccccc2c1=O	?	.
Cc1cccc(N(C(=O)c2snc(C(N)=O)c2N)C(C)C(=O)NCC2CCCO2)c1 (stereo not given)	?	.
C=CCOCCN(CCOCC=C)C1=NS(=O)(=O)c2ccccc21	-7%	2
O=C(CSc1ccc2nnc(-c3ccccn3)n2n1)N1CCOCC1	0%	2
O=C(Cn1c(-c2cscn2)nc2ccccc21)Nc1ccccc1F	-10%	.
O=C(COC(=O)C1=COCCO1)NC(=O)c1ccc(OC(F)F)cc1	?	.
CCCOc1ccc(CCC(=O)O)cc1	4%	2
COc1ccc(Cc2nnc(NC(=O)c3cc(OC)c(OC)c(OC)c3)s2)cc1OC	4%	-14
O=C(Nc1nonc1-c1ccc(F)cc1)c1ccco1	?	.
O=C(Nc1cc(S(=O)(=O)N2CCOCC2)ccc1N1CCCC1)C1CC1	?	.
Cc1cccc(-n2c(N)cc(=O)nc2SCC(=O)Nc2ccccc2)c1	?	.
COc1ccc(NC(=O)c2ccc(S(=O)(=O)N3CCCC3)cc2)cc1OC	-3%	-9
Cc1c(N2C(=O)SC(CC(=O)O)C2=O)c(=O)n(-c2ccccc2)n1C (stereo not given)	12%	3
Cc1cccc(NC(=O)NC(C)CCc2ccccc2)c1 (stereo not given)	25%	1
Cc1ccc(C)n1C(Cc1ccccc1)C(=O)O (stereo not given)	?	.
CC(Oc1ccc(Br)cc1)C(=O)NCc1ccccn1 (stereo not given)	?	.
Cc1c(C=O)c2ccccc2n1CC(=O)NC(C)c1ccccc1 (stereo not given)	?	.
CC(=O)N1CCC(C(=O)NCCOc2ccc(C)cc2)CC1	i	8

3 compounds drawn at random from the list so far, as already listed:
SMILES	Lipid storage S3	Lipid storage S3 cell count max
COc1ccc(Cc2nnc(NC(=O)c3cc(OC)c(OC)c(OC)c3)s2)cc1OC	4%	-14
COc1ccc(NC(=O)c2ccc(S(=O)(=O)N3CCCC3)cc2)cc1OC	-3%	-9
O=C(NCc1ccccc1)c1c[nH]c2ccccc2c1=O	?	.

Next section:
SMILES	Lipid storage S3	Lipid storage S3 cell count max
O=C(COc1ccc(Br)cc1CNCCc1ccccc1)NCc1ccccc1	?	.
O=C(CS(=O)(=O)c1ccccc1)Nc1ccc(Br)cn1	29%	15
CCOc1ccc(S(=O)(=O)NCc2ccc3c(c2)OCO3)cc1C	-14%	-3
COc1ccc2c(c1)[nH]c1c(=O)n(/N=C/c3ccc(OC)c(COc4ccccn4)c3)cnc12	?	.
COc1ccc(C(=O)N/N=C\c2ccc(OC)c(COc3ccccc3Br)c2)c(OC)c1	?	.
CC1=Nc2ccccc2N=C(NC(=O)CSC(=S)N2CCN(C)CC2)C1c1ccccc1 (stereo not given)	?	.
CC(=O)N(c1ccccc1)c1ccc([N+](=O)[O-])cc1[N+](=O)[O-]	4%	1
Cc1ccccc1NC(=O)CSc1nnc(C)c2ccccc12	?	.
CC(C)N(C(=O)CSc1nc2ccccc2n1Cc1ccccc1F)C(C)C	-6%	-4
COc1cccc(N2CCN(CC(=O)C34CC5CC(CC(C5)C3)C4)CC2)c1	?	.
NS(=O)(=O)c1ccc(CCNC(=O)CC(NC(=O)c2ccccc2Cl)c2ccccc2)cc1 (stereo not given)	-19%	-9
Cc1ccc(OCc2nnc(SC3CCc4ccccc4C3=O)n2C)cc1 (stereo not given)	i	4
CCOC(=O)c1sc(NC(=O)Cc2ccccc2OC)nc1C	?	.
Cc1cccn2c(CN3CCCC(c4ccccc4)C3)c(C(=O)N3CCOCC3)nc12 (stereo not given)	-8%	-15
CC1=C(C(=O)Nc2ccccc2)C(c2ccc(N(C)C)cc2)NC(=O)N1 (stereo not given)	?	.
Cc1cccc(Nc2ccc([N+](=O)[O-])cc2C(=O)O)c1	?	.
O=C(CCc1c[nH]c2ccccc12)Nc1ccc(S(=O)(=O)Nc2ncccn2)cc1	?	.
CCOC(=O)C1(Cc2ccccc2C(F)(F)F)CCN(C2CCSC2)CC1 (stereo not given)	0%	-9
CN(C)c1ccc(/C=[N+](\[O-])C2SC(=S)N(C)C2(C)C)cc1 (stereo not given)	?	.
O=C(CCN1N=C(c2ccccc2)CCC1=O)NCC1COc2ccccc2O1 (stereo not given)	-10%	-1
COc1cc(/C=C(\C#N)C(=O)c2ccc(O)c(O)c2)cc(I)c1O	0%	8
Cc1ccc(-c2cc(C(=O)NCc3ccccn3)no2)cc1	i	.
COc1ccc(C2CC(=O)C=C(NCc3ccccc3)C2)cc1 (stereo not given)	?	.
CC(=O)NC(Cc1ccccc1)C(=O)N1CCN(C(=O)c2ccco2)CC1 (stereo not given)	6%	-13
CCC1(c2ccc(Cl)cc2)NC(=O)N(CC(=O)NCc2ccc(F)cc2)C1=O (stereo not given)	i	-15
COc1ccc(C(=O)N2CCN(c3ncccn3)CC2)cc1S(=O)(=O)N1CCOCC1	?	.
COc1ccc(CCN2C(=O)C3CC(C)=C(C)CC3C2=O)cc1OC (stereo not given)	?	.
C#CCn1c(=NC(=O)c2cccs2)sc2cccc(OCC)c21	?	.
O=C(NC1(C(F)(F)F)N=C2SCCN2C1=O)C1CCCCC1 (stereo not given)	?	.
CCc1ccc(NC(=O)CSc2nc3ccccc3nc2N2CCCCC2)cc1	13µM*	25*
CCOc1ccc(N2C(=O)CC(N3CCC(O)(c4ccc(Br)cc4)CC3)C2=O)cc1 (stereo not given)	?	.
CC(C(=O)Nc1nnc(C2CC2)s1)N1C(=O)C2CC=CCC2C1=O (stereo not given)	?	.
Cc1c(C(=O)O)sc2c1c(=O)n(Cc1ccccc1)c(=O)n2C	10%	-11
O=C(NC(Cc1c[nH]c2ccccc12)C(=O)O)c1ccc2c(c1)OCO2 (stereo not given)	3%	.
C(=C\c1nc(N2CCCCCC2)c2ccccc2n1)/c1ccccc1	?	.
Cc1nnc2n(c1=O)N=C(c1ccc(Cl)cc1)CS2	9%	-2
COc1ccc(-c2cnnn2-c2ccc(NC(=O)c3ccc(S(=O)(=O)N4CCCCC4)cc3)cc2)cc1OC	?	.
COc1cccc(C(=O)NOCc2ccc(C)cc2)c1OC	?	.
O=C(O)C1CCCN(S(=O)(=O)c2cccs2)C1 (stereo not given)	0%	-8
COc1ccc(C(=O)COC(=O)c2ccco2)cc1	?	.
COc1ccc(C2CC(=O)c3cnc(N4CCc5ccccc54)nc3C2)cc1OC (stereo not given)	-11%	1
O=C(NNc1ccnc2cc(Cl)ccc12)C1CCCCC1	?	.
Cc1ccc(S(=O)(=O)N(CCO)c2cc3c(s2)CCCC3)cc1	i	.
O=C(O)c1ccc(N2C(=O)CC(N3CCC(c4nc5ccccc5[nH]4)CC3)C2=O)cc1 (stereo not given)	0%	16
CC(=O)C1=C(O)CCC1=N	9%	1
CSc1ccc(S(=O)(=O)NCC(=O)OCC(=O)NCc2ccco2)cc1[N+](=O)[O-]	?	.
CCCCn1c(N)c(N(C)C(=O)c2ccc(-n3cccn3)cc2)c(=O)[nH]c1=O	7%	-4
CNC(=O)c1sc(-c2ccccn2)nc1C	12%	16

Reprinted from the part before: 7 entries, then new ones.
SMILES	Lipid storage S3	Lipid storage S3 cell count max
O=C(NNc1ccnc2cc(Cl)ccc12)C1CCCCC1	?	.
Cc1ccc(S(=O)(=O)N(CCO)c2cc3c(s2)CCCC3)cc1	i	.
O=C(O)c1ccc(N2C(=O)CC(N3CCC(c4nc5ccccc5[nH]4)CC3)C2=O)cc1 (stereo not given)	0%	16
CC(=O)C1=C(O)CCC1=N	9%	1
CSc1ccc(S(=O)(=O)NCC(=O)OCC(=O)NCc2ccco2)cc1[N+](=O)[O-]	?	.
CCCCn1c(N)c(N(C)C(=O)c2ccc(-n3cccn3)cc2)c(=O)[nH]c1=O	7%	-4
CNC(=O)c1sc(-c2ccccn2)nc1C	12%	16
COC(=O)Cn1c2ccc(F)cc2c2nc(C)sc21	?	.
FC(F)(F)c1ccccc1CN1CCN(C2CCCCCC2)CC1	14%	-4
Cc1ccc[n+](CC(=O)Nc2ccc(N(C)C)cc2)c1	?	.
Cc1[nH]nc2c1C1(CCOC1C)C(C#N)=C(N)O2 (stereo not given)	?	.
Cc1c(NC(=O)c2ccc(COc3ccc4ccccc4c3)o2)c(=O)n(-c2ccccc2)n1C	?	.
CC(C)c1nnc(NC(=O)CCC(=O)NCc2ccc3c(c2)OCO3)s1	?	.
COc1ccc(N(C(=O)C(C)C)S(=O)(=O)c2cccc3cccnc23)cc1	2%	-2
Cc1cc(C)cc(NC(=O)CN2CCc3ccccc3C2)c1	?	.
CCCC(=O)Nc1c2c(nn1-c1ccc(F)cc1)CS(=O)(=O)C2	0%	9
CCc1ccc(NC(=O)c2cc(C)no2)cc1	?	.
C=CCn1c(SCc2cc(C(=O)OC)c(C)o2)nnc1-c1ccncc1	?	.
O=C(CN(C(=O)CCC(=O)Nc1nccs1)c1cccc(F)c1)NCc1ccccc1	?	.
COCCNC(=O)CSc1ccc(C)cc1	7%	-18
CC(C)NC(=O)c1ccc(CSCc2ccccc2Cl)o1	?	.
CCc1ccc(CN(C)C(=O)C2=CC=CN3CCS(=O)(=O)N=C23)cc1	?	.
CCOc1cc(C(=O)Nc2ccc(S(=O)(=O)Nc3cc(C)on3)cc2)cc(OCC)c1OCC	?	.
Cc1cc2oc(C(=O)Nc3ccc(S(=O)(=O)Nc4nccs4)cc3)cc(=O)c2cc1Cl	11%	-2
CCn1c(SCc2nc3cc(OC)c(OC)cc3c(=O)[nH]2)nnc1-c1ccncc1	?	.
Nc1cccc(-c2nnc3n2CCCCC3)c1	i	.
Cc1c(-c2n[nH]c(=S)n2-c2ccc(Br)cc2)nnn1-c1ccc(Cl)cc1	?	.
CCc1nnc(NC(=O)/C=C/c2ccc(C)o2)s1	11%	5
COc1ccccc1C(=O)C1CCCN(C(=O)CCn2cnnn2)C1 (stereo not given)	?	.
CCN(CC)C(=O)Oc1cc2c(-c3cc4cccc(OC)c4o3)cc(=O)oc2cc1C	?	.
O=C1c2ccccc2C(=O)N1CCC(c1ccccc1)c1ccco1 (stereo not given)	?	.
CC(=O)NC1=NN(C(C)=O)C(c2cccc([N+](=O)[O-])c2)S1 (stereo not given)	4%	0
COC(=O)C1(C(F)(F)F)N=C(N(C)C)OC(N(C)C)=N1	?	.
NC(=O)C1CCN(C(=O)c2ccc(CS(=O)(=O)c3c(Cl)cccc3Cl)o2)CC1	?	.
Cc1ccc(O)c(N=CC2=C(O)c3ccccc3C2=O)c1	?	.
CC1=C(C(=O)OCC2CCCO2)C(c2ccccc2)C2=C(CC(C)(C)CC2=O)N1 (stereo not given)	4%	7
O=[N+]([O-])c1c(NCCO)cc(Sc2nc3ccccc3s2)c2nonc12	?	.
CNC(=O)Nc1cc(C)nn1C	?	.
Cc1ccccc1CSCCC(=O)NCCc1ccccc1	-8%	.
CCCCNC(=O)C1=C(N)C(C(=O)Nc2ccc(C)c(S(=O)(=O)N3CCCCC3)c2)SC1=Nc1ccc(C)cc1C (stereo not given)	?	.
Cc1nc2cc(C(=O)OCC(=O)NC34CC5CC(CC(C5)C3)C4)ccc2n1-c1ccccc1	2%	8
CCOc1cccc(N2CCN(CCNC(=O)Nc3ccc(C)cc3)CC2)c1C	-19%	.
Cc1ccc(NC(=O)CCCc2nc3ccccc3c(=O)[nH]2)c(Cl)c1	?	.
O=C(O)CCNC(=O)OCC1c2ccccc2-c2ccccc21	?	.
CCSc1nnc(NC(=O)c2ccccn2)s1	i	.
O=S(=O)(c1cccs1)N1CCN(CC(O)COc2cc(Cl)ccc2Cl)CC1 (stereo not given)	?	.
O=c1c2c(nc3nc(NCc4cccc(Cl)c4)[nH]n13)CCC2	6%	.
CCOC(=O)CN1C(=O)N[C@@H](c2ccc(Br)cc2)C(C(=O)OC)=C1C	10%	13
O=C(O)C(Cc1ccccc1)N1C(=O)/C(=C/c2ccccc2)SC1=S (stereo not given)	?	.
O=C(NCCS(=O)(=O)N1CCN(c2ccccc2)CC1)C1CC1	i	.
CCCS(=O)(=O)N1CCN=C1SCc1cccc(C)c1	8%	7
N#C/C(=C\c1cccnc1)C(=O)Nc1ccccc1[N+](=O)[O-]	i	-4
CCOc1cc(C(=O)OCC(=O)NCc2ccco2)cc(OCC)c1OCC	?	.
CC(NC(=O)c1ccccc1)C(=O)N/N=C/c1ccc(O)cc1 (stereo not given)	?	.
